Screening results deposited in PubChem BioAssay by Sanford-Burnham Center for Chemical Genomics.
HKDC1 inhibitor – HKDC1 (human) hexokinase inhibition | Q2TB90 | recombinant HKDC1, G6PDH/diaphorase resazurin coupled fluorescence | inhibition, % at 20 µM | 0.16% of 340,000 active;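 active = inhibition above about 35% when tested at 20 µM, limit read from the data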;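 also: plate controls were DMSO wells with enzyme for no effect and DMSO wells lacking enzyme for full effect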
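Test system: Recombinant HKDC1 (HK5) hexokinase enzyme, produced in-house | Input: HKDC1 at 5 µg/mL | Buffer or medium: Tris pH 8.0 buffer with MgCl2, Tween-20, BSA, BME | Schedule: 90 min reaction incubation at room temperature, dark | Technique: Resazurin-to-resorufin fluorescence via G6PDH and diaphorase coupling, 525/613 nm | Controls: DMSO wells with and without enzyme mix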
SENP8 block – inhibitors of human SENP8 protease; 0.64% of 360,000 active; Q96LD8; inhibition, % at 20 µM; AID 602440; recombinant SENP8, Nedd8 substrate fluorescence; in the data active = inhibition mostly above about 40%, no sharp cut-off; inactive = mostly below about 27%
Target sequence (Q96LD8 whole entry, looked up): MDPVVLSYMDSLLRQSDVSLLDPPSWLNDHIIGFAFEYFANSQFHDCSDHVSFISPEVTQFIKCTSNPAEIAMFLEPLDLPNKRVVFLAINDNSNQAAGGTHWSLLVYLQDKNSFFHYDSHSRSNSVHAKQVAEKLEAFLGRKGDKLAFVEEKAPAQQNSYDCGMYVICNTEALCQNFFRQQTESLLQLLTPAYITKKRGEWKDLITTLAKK
GRIN3A LBD mod – modulates the human NR3A ligand-binding domain; NR3A LBD differential scanning fluorimetry, Tm shift; 0% = protein alone, 100% = glycine-bound protein; Tm shift relative to glycine control, % at 25 µM; 2.5% of 340,000 active;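 active = melting temperature shift of at least 10% of the positive control shift, at one fixed dose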
MPTP block – inhibitors of mitochondrial permeability transition pore. isolated mouse mitochondria, Ca2+ swelling absorbance, 30 min. 1.4% of 360,000 active. inhibition, % at 10 µM;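 active = inhibition of 50% or more, scaled per plate between neutral and stimulator controls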;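 also: 0% = DMSO wells given calcium and 100% = 1 mM EGTA wells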
SENP6 block – blocks the human protease SENP6 | 1.8% of 330,000 active | AID 2599 | Recombinant SENP6 catalytic domain, aminoluciferin luminescence | inhibition, % at 10 µM;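 active = inhibition above about 50% at the single tested dose, limit read from the data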;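 also: plate controls were DMSO wells with enzyme for no effect and DMSO wells lacking enzyme for full effect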
Target sequence (Q9GZR1 628-1112 limits assumed): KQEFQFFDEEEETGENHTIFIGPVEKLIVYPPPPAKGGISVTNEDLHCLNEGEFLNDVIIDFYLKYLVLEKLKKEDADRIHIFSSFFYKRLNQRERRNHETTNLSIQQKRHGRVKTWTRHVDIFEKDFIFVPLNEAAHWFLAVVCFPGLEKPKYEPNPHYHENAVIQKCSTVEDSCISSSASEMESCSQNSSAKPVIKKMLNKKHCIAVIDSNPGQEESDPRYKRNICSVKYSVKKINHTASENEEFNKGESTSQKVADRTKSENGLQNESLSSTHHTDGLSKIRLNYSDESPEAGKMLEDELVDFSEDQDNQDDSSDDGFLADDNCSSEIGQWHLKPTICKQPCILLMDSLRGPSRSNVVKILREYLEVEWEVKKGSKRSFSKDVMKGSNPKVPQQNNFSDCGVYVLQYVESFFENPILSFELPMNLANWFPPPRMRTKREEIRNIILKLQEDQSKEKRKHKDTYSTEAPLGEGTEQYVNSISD
PfGluPho inh – PfG6PD (Plasmodium falciparum) enzyme inhibition. inhibition, % at 20 µM. 0.78% of 350,000 active. AID 504690. PfGluPho enzyme, NADPH resazurin-diaphorase fluorescence;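 active = inhibition reaching at least a set limit at 20 µM in the primary screen, cut at about 59% in these data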;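 also: 0% = DMSO wells with substrate and 100% = DMSO wells lacking glucose-6-phosphate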
ATG4B inh – blocks human ATG4B protease cleavage of LC3 substrate. Q9Y4P1. ATG4B cleavage of LC3-PLA2, NBD-HPC fluorescence, 1 h. inhibition, % at 8.33 µM. 0.51% of 340,000 active. AID 504462; in the data active = inhibition above about 40%
Target sequence (Q9Y4P1 whole entry, looked up): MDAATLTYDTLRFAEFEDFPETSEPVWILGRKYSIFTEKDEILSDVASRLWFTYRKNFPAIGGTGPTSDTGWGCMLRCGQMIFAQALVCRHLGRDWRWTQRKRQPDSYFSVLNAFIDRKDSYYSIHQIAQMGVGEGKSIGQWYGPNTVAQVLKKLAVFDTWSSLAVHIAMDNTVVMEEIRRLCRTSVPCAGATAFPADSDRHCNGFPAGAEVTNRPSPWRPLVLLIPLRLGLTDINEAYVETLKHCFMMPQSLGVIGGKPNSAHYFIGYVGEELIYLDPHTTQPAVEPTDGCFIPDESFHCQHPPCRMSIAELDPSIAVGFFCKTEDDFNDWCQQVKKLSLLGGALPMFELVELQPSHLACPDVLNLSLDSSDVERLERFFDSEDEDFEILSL
SENP7 block – SENP7 protease inhibition | Q9BQF6 | recombinant SENP7, Z-RLRGG-aminoluciferin luminescence, 40 min | inhibition, % at 5 µM | 1.5% of 330,000 active | AID 434973;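 active = inhibition above about 50% at the single test dose, limit read from the data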;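 also: plate controls were DMSO with enzyme for no effect and no enzyme buffer wells for full effect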
Numbers without * were called inactive; i = inactive; . = not tested or not shown.

SMILES | HKDC1 inhibitor | SENP8 block | GRIN3A LBD mod | MPTP block | SENP6 block | PfGluPho inh | ATG4B inh | SENP7 block
CCN(CC)CCOc1ccccc1OC | -8 | 8 | -2 | -1.6 | 2 | -9 | 5 | 1
O=C(NC1CCC(O)CC1)c1ccccc1OCc1ccc(F)cc1 (stereo unspecified) | -6 | 10 | 1 | -1.4 | 3 | 5 | -5 | -8
O=C(c1cc(-c2cccs2)on1)N1CCN(c2ccccc2)CC1 | 1 | 8 | 0 | -1.0 | 0 | 6 | -2 | -3
CCOC(=O)C1CCCN(Cc2ccc3c(c2)OCO3)C1 (stereo unspecified) | -4 | 12 | 0 | -0.6 | -1 | -1 | -3 | -11
O=C(NCCc1cccs1)C1CC(c2c(Cl)cccc2Cl)=NO1 (stereo unspecified) | -5 | 14 | -3 | -0.4 | -4 | -3 | 15 | -4
O=C(CN(Cc1ccco1)C(=O)c1cccc(Cl)c1)Nc1c(Cl)cc(Cl)cc1Cl | -5 | 10 | -2 | 7.4 | -17 | 0 | -2 | -7
COc1cccc(C(=O)Nc2nnc(S(=O)(=O)N3CCCC3)s2)c1 | 0 | -193 | -3 | -1.1 | 1 | 93* | 9 | -1
COc1ccc(NC(=O)C2CCN(S(=O)(=O)c3ccc(OC)c(OC)c3)CC2)c(OC)c1 | -5 | 19 | 0 | -0.6 | 12 | -21 | 0 | 2
CC1=CC(C)(C)N(C(=O)CN2C(=O)CCC2=O)c2ccccc21 | -8 | 11 | -10 | -2.7 | -4 | 37 | 1 | 3
CCN=c1sc2ccccc2n1CC(O)COc1ccccc1 (stereo unspecified) | 4 | 15 | -7 | 2.7 | 9 | 25 | 0 | 0
COc1ccc(NC(=O)CN2C(=O)c3ccccc3S2(=O)=O)cc1S(=O)(=O)N1CCOCC1 | -3 | 7 | -2 | -0.2 | -12 | -4 | -3 | -10
O=C(O)Cc1ccc(S(=O)(=O)Nc2ccccc2C(=O)O)cc1 | -2 | 13 | -1 | 0.7 | -23 | -14 | -4 | -2
O=C1NN(c2ccccc2)C(=O)/C1=C\c1cccc(OC(=O)c2cccs2)c1 | 24 | 44* | -9 | 1.9 | 12 | 4 | 23 | 5
Cc1noc(C)c1COc1ccc(C(=O)N2CCN(S(=O)(=O)c3ccc(F)cc3)CC2)cc1 | -1 | 4 | 2 | -0.8 | . | 4 | -10 | .
CCC1CCCCN1C(=O)c1ccccc1OC1CCN(S(C)(=O)=O)CC1 (stereo unspecified) | -5 | 11 | 0 | -4.8 | -3 | -4 | -7 | -1
c1cc2c3c(cccc3c1)C(N1CCCCC1)=N2 | 6 | -240 | -1 | 18 | 69* | 10 | 0 | 13
CCCCn1c(N)c(N(CCOC)C(=O)c2cc3c(s2)CCCCC3)c(=O)[nH]c1=O | -4 | -16 | -1 | -1.7 | -20 | 17 | -11 | -5
Cc1ccc(SCc2ccc(C(=O)NCc3cccnc3)cc2)cc1 | -6 | 9 | 1 | 3.2 | 2 | 4 | 7 | -4
Cc1nn(CCCNC(=O)C2CCCO2)cc1Br (stereo unspecified) | -1 | 7 | 1 | -0.2 | 0 | -7 | 1 | -6
CC1CCCN(C(=O)CNC(=O)Cn2ccc3ccccc3c2=O)C1 (stereo unspecified) | -3 | -2 | -1 | 1.4 | 0 | -6 | 4 | -3
Cc1ccc(-n2ncc(C(=O)O)c2C2CCN(C(=O)OC(C)(C)C)CC2)cc1 | -2 | 16 | 1 | -1.3 | -2 | 5 | -4 | 0
Cc1ccc2c(COC(=O)C3CSC4(C)CCC(=O)N34)cc(=O)oc2c1C (stereo unspecified) | 2 | -15 | 1 | -1.0 | -4 | 18 | -7 | 0
Cn1c(N)c(C(=O)COC(=O)c2ccc(Cl)c(S(=O)(=O)N3CCCC3)c2)c(=O)n(C)c1=O | -6 | 23 | -1 | 0.9 | -21 | -1 | 0 | 2
COc1ccc(NC(=O)CN(C)CC(=O)Nc2ccc(Cl)cc2F)cc1 | 0 | 13 | 0 | 0.7 | -4 | -4 | -5 | -1
COc1ccc(NC(=O)CC2CC3CCC2C3)cc1S(=O)(=O)N1CCOCC1 (stereo unspecified) | -7 | 8 | -1 | 0.5 | 12 | 2 | 0 | -1
O=C1CCN(C(=O)Nc2ccccc2)N1 | -4 | 24 | 2 | 1.0 | -5 | 2 | -5 | 2
CCOc1ccc(N2C(=O)CC(SC(=NC)Nc3cccc(F)c3)C2=O)cc1 (stereo unspecified) | -2 | 18 | -2 | -2.8 | 5 | -1 | -6 | -1
CC(=O)Oc1ccc2c(C)cc(=O)oc2c1C(=O)c1ccccc1 | -4 | -32 | 0 | 0.1 | 2 | 8 | 1 | 3
Cc1ccccc1Nc1nnc(SCc2cc(=O)n3ccsc3n2)s1 | 21 | -7 | -2 | 0.3 | -21 | 40 | 2 | 1
COC(=O)[C@]1(CC(C)C)N[C@H](c2ccc(-c3ccc(OC)cc3)cc2)[C@@H]2C(=O)N(C)C(=O)[C@@H]21 | -2 | -469 | -2 | 1.6 | -5 | 12 | -1 | 5
Cc1ccnc2ccc(-c3nc4ccccc4o3)cc12 | 5 | i | 1 | 1.0 | 88* | 25 | -15 | 83*
CCCCN(C(=O)c1ccccc1OCc1ccc(F)cc1)c1c(N)n(CCC)c(=O)[nH]c1=O | -8 | 9 | -2 | -0.5 | -2 | 18 | 4 | -5
CCCC(=O)Nc1c(-c2ccccc2)c(=O)c(C)nn1-c1ccccc1 | -5 | 12 | 0 | 2.6 | -36 | 9 | 2 | -5
CCOC(=O)N1CCC(NC(=O)C2CCCN(Cc3nc(-c4ccc(CC)cc4)oc3C)C2)CC1 (stereo unspecified) | -2 | 4 | -3 | -0.6 | -7 | -10 | 3 | -3
CC(C)(C)C1CCC2(CC1)CC(=O)c1ccccc1O2 (stereo unspecified) | -3 | 2 | 0 | -0.2 | -6 | 1 | 15 | -1
COC(=O)c1ccc(COc2ccc(/C=N/Nc3cccc(C(=O)O)c3)cc2)cc1 | 6 | -3 | 1 | 2.4 | 35 | -24 | 1 | 2
c1ccc(-c2nc(NCc3cccs3)c3ccccc3n2)cc1 | -1 | -9 | 18* | 1.2 | -10 | -6 | 12 | 9
COc1ccc(CNC(=O)C(c2ccco2)N(C(=O)c2ccccn2)c2ccccc2)cc1 (stereo unspecified) | -5 | 12 | -1 | 1.8 | -18 | -3 | -2 | -6
CC(=O)OCC(=O)Nc1ccc(N=Nc2ccccc2)cc1 | -11 | 33 | -14 | 1.7 | 44 | -18 | 4 | 17
O=C(Nc1ccnn1C1CCN(C(=O)c2cccc(C(F)(F)F)c2)CC1)C1CC1 | -4 | 11 | 4 | 0.8 | 12 | 0 | -6 | 1

One compound at a time, from the list above. Screens in order: HKDC1 inhibitor	SENP8 block	GRIN3A LBD mod	MPTP block	SENP6 block	PfGluPho inh	ATG4B inh	SENP7 block
Cc1ccnc2ccc(-c3nc4ccccc4o3)cc12 is listed as 5	i	1	1.0	88*	25	-15	83*
COC(=O)c1ccc(COc2ccc(/C=N/Nc3cccc(C(=O)O)c3)cc2)cc1 is listed as 6	-3	1	2.4	35	-24	1	2
CC(=O)OCC(=O)Nc1ccc(N=Nc2ccccc2)cc1 is listed as -11	33	-14	1.7	44	-18	4	17

Next results:
SMILES | HKDC1 inhibitor | SENP8 block | GRIN3A LBD mod | MPTP block | SENP6 block | PfGluPho inh | ATG4B inh | SENP7 block
CCOc1cccc2cc(-c3cn4cc(C)ccc4n3)c(=O)oc12 | 6 | -300 | 1 | -0.1 | -38 | -1 | -2 | 35
COc1cc(OC)c2c(-c3cccc(-c4cccc(C)c4)c3)cc(=O)oc2c1 | -1 | -48 | 5 | -0.3 | . | 16 | -3 | -5
CCSC1=NC(C)(C)C=C(/C=C/c2ccc(Cl)cc2Cl)N1 | 11 | -56 | -5 | -2.1 | -20 | 9 | -2 | 11
CCC1CCCCN1CCN1C(=O)C2C(C(=O)Nc3cccc(OC)c3)C3C=CC2(O3)C1C(=O)NC1CCCCC1 (stereo unspecified) | -2 | 6 | -1 | 0.2 | -16 | 10 | -5 | 9
CC1c2cc3c(cc2CCN1CC(=O)Nc1ccc(S(=O)(=O)N2CCCC2)cc1)OCCCO3 (stereo unspecified) | -3 | -52 | -5 | -0.1 | -14 | 12 | -7 | 13
Cc1cc(C(=O)CSc2nncs2)c(C)n1-c1ccc2c(c1)OCO2 | -1 | 3 | 0 | 4.2 | -4 | 55 | 12 | -11
CCCCCc1cc(=O)oc2c(C(CCN3CCCCC3)c3ccc(OC)cc3)c(OC)cc(OC)c12 (stereo unspecified) | 5 | i | 3 | 15 | 1 | 19 | 8 | 3
CC(=O)Nc1ccc(S(=O)(=O)c2ccc(N)cc2)cc1 | -3 | -32 | 0 | -4.8 | 11 | -7 | -9 | 7
O=C(CSc1nnc2ccc(-c3ccccn3)nn12)Nc1ccc(F)cc1F | -5 | -90 | 0 | -1.9 | 1 | 4 | -3 | -7
O=C(O)CCCn1nc(-c2ccccc2)c2ccccc21 | -3 | -25 | 2 | -0.2 | 5 | -18 | -12 | -3
COc1ccccc1N(C(=O)c1snc(C(N)=O)c1N)C(C(=O)NC1CCCCC1)c1cccc(OC)c1OC (stereo unspecified) | 1 | -314 | -4 | 0.4 | 16 | 9 | -1 | 6
CC1CCC2(CC1)NC(=O)N(CC(=O)NCc1ccc3c(c1)OCO3)C2=O (stereo unspecified) | -7 | 19 | 0 | 1.2 | -10 | 4 | -3 | -2
N#C/C(=C\c1ccc(F)cc1F)S(=O)(=O)c1ccccn1 | -1 | 0 | 1 | -4.8 | -15 | -14 | -1 | -4
C[C@]12c3[nH]c4ccccc4c3CCN1C(=O)C(CC(=O)NCCc1ccccn1)C[C@@H]2C(=O)N1CCCCC1 (stereo partly specified) | 5 | 12 | 0 | -0.5 | 5 | -6 | -2 | 0
CCn1c(SCC(=O)c2cc(C)n(-c3ccc(C(=O)OC)cc3)c2C)nnc1-c1cccnc1 | 0 | 16 | -8 | 0.4 | -17 | 90* | -4 | -2
O=C(NC1CCCCC1)c1cc2cc(Br)ccc2o1 | 2 | 6 | 0 | 1.2 | -25 | 25 | -3 | 12
CC1CCN(S(=O)(=O)N2CCC(C(=O)NCc3cccs3)CC2)CC1 | -8 | 7 | 0 | -0.2 | -26 | -4 | 0 | -8
CC(C)(C)NC(=O)NC(=O)CSc1nnc(COc2ccccc2Cl)o1 | 2 | 12 | 1 | 1.5 | 7 | 13 | -12 | 0
O=C(Cc1cccc(C(F)(F)F)c1)Nc1ccccc1 | -5 | 12 | -2 | 1.6 | -2 | 10 | -4 | -2
COc1ccc(C(=O)N[C@H](C(=O)NCc2ccccc2)C(C)C)cc1 | -5 | 14 | -2 | -1.3 | -6 | -5 | 1 | -1
Cc1cc(S(=O)(=O)Nc2cccc(O)c2)c(C)s1 | -1 | 20 | 3 | -1.9 | -9 | 18 | -3 | -4
COc1ccc(N(Cc2cc3cc(OC)ccc3[nH]c2=O)S(C)(=O)=O)cc1 | 2 | -334 | 0 | -0.7 | 46 | -2 | -14 | -5
CCOC(=O)C1CCN(C(=O)c2ccc3c(=O)n4nc(Nc5cc(C)ccc5C)sc4nc3c2)CC1 | 3 | -263 | -4 | -1.2 | -4 | -7 | 8 | -11
Cn1c(=O)c2c(ncn2CCC(=O)N/N=C/c2ccncc2)n(C)c1=O | -5 | 7 | 2 | 0.6 | -39 | -6 | -10 | -4
CC(C)N=c1scc(-c2cccs2)n1/N=C/c1ccc(O)c(O)c1O | 18 | 30 | 6 | 95* | 4 | 50 | 23 | 4

Reprinted at random: two entries already listed.
SMILES | HKDC1 inhibitor | SENP8 block | GRIN3A LBD mod | MPTP block | SENP6 block | PfGluPho inh | ATG4B inh | SENP7 block
Cc1cc(S(=O)(=O)Nc2cccc(O)c2)c(C)s1 | -1 | 20 | 3 | -1.9 | -9 | 18 | -3 | -4
Cn1c(=O)c2c(ncn2CCC(=O)N/N=C/c2ccncc2)n(C)c1=O | -5 | 7 | 2 | 0.6 | -39 | -6 | -10 | -4

Hits appear at their usual frequency, and some 6.9% of all compounds hit somewhere here.
